ABCB6 inh 2 = ABCB6 transporter inhibitors, primary screen, K562-ABCB6 cells, flow cytometry, MLPCN library | fluorescence ratio to DMSO, % at 10 µM | ATP-binding cassette sub-family B member 6 (Homo sapiens), Q9NP58 | K562-ABCB6 porphyrin accumulation, 1 h; active compounds read low | 360,000 compounds, 0.19% hits;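 active means fluorescence ratio to DMSO below 75%, the collection mean minus 3 SD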;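 further: signal is porphyrin accumulated inside mitochondria; 100% equals median channel fluorescence of DMSO control wells; lower ratio means ABCB6 inhibition with less porphyrin fluorescence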
TLR9-MyD88 inh = inhibitors of TLR9-MyD88 association in cells, primary screen, cell-based, CHO, BLA complementation, fluorescence | CCF4 FRET ratio | Toll-like receptor 9 (Homo sapiens) + Myeloid differentiation primary response protein … | inhibition, % at 4.98 µM | 340,000 compounds, 0.21% hits;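 active means inhibition above the mean over all tested compounds plus 3 SD, cut at about 21% in these data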;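 further: 0% = DMSO only wells and 100% = clavulanate BLA inhibitor control wells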
aDG glyco act = activators of alpha-DG glycosylation, primary screen, uHTS, Pro5-aDG cells, AlphaScreen; alpha-DG glycosylation AlphaScreen (IIH6); 0% Pro5, 100% B10-LARGE cell signal; activation, % at 10 µM; 360,000 compounds, 0.22% hits;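 active means activation of at least 8% versus controls, or a plate z-score of at least 8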;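 further: Pro5 are CHO cells carrying HIG-tagged alpha-DG that lacks glycosylation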
Glyco luc inh = increase of ERlucT glycosylation luciferase signal, primary screen, N-linked glycosylation inhibitor project, D54 ERlucT cells, luminescence, set 2 | D54 ERlucT glycosylation luciferase reporter, 24 h; percent of 100 nM tunicamycin response | reporter increase, % at 12.5 µM | 360,000 compounds, 0.23% hits;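 active means mean luciferase reporter signal, scaled so untreated is 0 and the glycosylation-blocking control 100, at or above a set limit in every replicate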;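 further: luciferase carries N-glycosylation sites so blocking glycosylation raises the light; 0% = median of neutral control wells and 100% = median of 100 nM tunicamycin wells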
MC4R antag cAMP = MC4R antagonists of cAMP signaling, primary screen, cell-based, TR-FRET, antagonist arm of biased-ligand search. Melanocortin receptor 4 (Homo sapiens), P32245. MC4R-expressing cells, MTII-stimulated cAMP, LANCE TR-FRET. inhibition, % at 6.5 µM. 360,000 compounds, 0.48% hits;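 active means inhibition above its plate's cutoff, the mean of tested wells on that plate plus 3 SD, cut at about 29% in these data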;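 further: 0% = Melanotan II alone and 100% = Melanotan II plus saturating MCL0020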
Target sequence (P32245 whole entry, looked up): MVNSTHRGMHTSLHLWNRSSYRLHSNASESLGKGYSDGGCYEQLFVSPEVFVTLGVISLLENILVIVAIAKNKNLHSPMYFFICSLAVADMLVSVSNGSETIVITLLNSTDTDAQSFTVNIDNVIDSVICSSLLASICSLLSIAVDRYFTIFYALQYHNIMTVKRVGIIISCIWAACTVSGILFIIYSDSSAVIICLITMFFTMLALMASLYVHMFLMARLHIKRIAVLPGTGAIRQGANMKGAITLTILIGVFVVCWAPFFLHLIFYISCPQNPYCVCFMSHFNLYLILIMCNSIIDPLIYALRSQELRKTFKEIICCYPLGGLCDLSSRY
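System: U2OS-MC4R stable cell line; Technique: Eu-cAMP/anti-cAMP TR-FRET, emission 671 nm; Repeats: single well per compound; Also added: Melanotan II; Dosing: one concentration, 6.5 µM nominal; Schedule: 30-min compound, 1-h challenge, 1-h detection, room temperature.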
NOD2-RIPK2 inh = NOD2-RIPK2 binding disruptors in cells, primary screen, fluorescence, CHO cells, BLA complementation; inhibition, % at 4.98 µM; Receptor-interacting serine/threonine-protein kinase 2 (Homo sapiens), O43353; CCF4 ratio; AID 624267, 2012; 360,000 compounds, 0.38% hits; in the data active means inhibition above about 21%;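 further: 0% = vehicle only and 100% = reference blocker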
Target sequence (O43353 whole entry, looked up): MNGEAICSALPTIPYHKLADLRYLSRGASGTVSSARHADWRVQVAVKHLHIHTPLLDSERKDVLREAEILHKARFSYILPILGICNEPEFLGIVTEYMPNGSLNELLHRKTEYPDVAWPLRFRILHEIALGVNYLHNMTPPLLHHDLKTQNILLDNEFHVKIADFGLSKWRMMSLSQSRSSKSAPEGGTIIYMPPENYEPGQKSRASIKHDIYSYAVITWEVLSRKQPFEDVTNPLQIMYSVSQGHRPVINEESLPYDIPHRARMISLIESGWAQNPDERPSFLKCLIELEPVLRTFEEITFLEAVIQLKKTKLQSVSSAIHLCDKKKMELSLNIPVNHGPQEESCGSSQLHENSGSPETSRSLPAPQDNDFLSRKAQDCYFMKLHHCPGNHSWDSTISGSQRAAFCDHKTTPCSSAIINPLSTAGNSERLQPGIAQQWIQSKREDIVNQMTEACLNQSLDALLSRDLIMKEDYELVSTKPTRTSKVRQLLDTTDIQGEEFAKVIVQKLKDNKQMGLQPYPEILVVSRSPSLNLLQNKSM
Vif imaging = HIV Vif self-association inhibitors, primary screen, imaging, HEK293T, single point | 340,000 compounds, 0.35% hits | HEK293T cells, Vif self-association by quenched fluorescence, 24 h | AID 602346, 2012 | inhibition, % at 7.49 µM; in the data active means inhibition above about 50%, passing the limit was not always enough; further: some results filed as inactive read as strong as hits
Granule exo inh = LAMP-1 surface exposure blockers, TALL-104 cells – cell-based, flow cytometry, MLPCN library, primary screen | TALL-104 LAMP-1 surface exposure; cells stimulated with thapsigargin and PMA | inhibition, % at 10 µM | 360,000 compounds, 0.66% hits | AID 651702, 2012;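 active means inhibition above about 55%, limit read from the data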
MC4R ag barr = MC4R agonists recruiting beta-arrestin, primary screen, cell-based, luminescence, agonist arm of biased-ligand search; Melanocortin receptor 4 (Homo sapiens), P32245; U2OS MC4R beta-arrestin complementation; percent of melanotan II response, DMSO zero; activation, % at 8.9 µM; 360,000 compounds, 0.98% hits; AID 540308, 2011;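 active means activation above a per-plate cutoff, the mean activation of sample wells on that plate plus 3 SD, cut at about 8% in these data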
ABHD5 PLIN5 PPI = ABHD5-PLIN5 interaction inhibitors, primary screen, cell lysate, split luciferase complementation, luminescence; Perilipin-5 (Homo sapiens) + 1-acylglycerol-3-phosphate O-acyltransferase ABHD5 (Homo …; Split G. princeps luciferase complementation, 4 h; inhibition, % at 4 µM; 360,000 compounds, 0.78% hits; AID 602281, 2012;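 active means inhibition above the mean inhibition across every tested compound plus 3 SD, cut at about 22% in these data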;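 further: 0% = DMSO only wells and the 100% control is not disclosed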
* = called active by the depositor; x = not tested or not shown. Only part of the results is shown; rates above refer to the full screens.

SMILES | ABCB6 inh 2 | TLR9-MyD88 inh | aDG glyco act | Glyco luc inh | MC4R antag cAMP | NOD2-RIPK2 inh | Vif imaging | Granule exo inh | MC4R ag barr | ABHD5 PLIN5 PPI
CCOc1ccccc1C(=O)Nc1cccc(-c2ccc3nncn3n2)c1 | 94 | -1 | -0.2 | 5 | -1 | 6 | -2 | -4 | 0.4 | 7
C[C@@H]1CC=C[C@H]2[C@H]1C(=O)N(Cc1ccccc1)[C@H]2c1ccc2ccccc2c1 | 99 | -10 | 0.0 | -3 | 4 | -4 | 9 | 3 | 0.6 | 1
COc1ccc(C2=NN(CC(=O)NCC(OC)OC)C(=O)CC2)cc1 | 97 | -4 | 0.0 | 0 | 1 | -4 | -4 | -7 | -1.3 | 1
CC(NC(=O)C1CCN(C(=O)[C@@H]2Cc3ccccc3CN2C(=O)OC(C)(C)C)CC1)c1ccccc1 (some centres not stated) | 99 | -5 | 0.0 | -1 | 8 | -15 | 1 | -2 | -1.4 | -8
CC(=O)N1CCN(C(=O)c2ccc(NS(=O)(=O)c3ccc4c(c3)OCCO4)cc2)CC1 | 99 | 2 | 0.8 | 4 | 10 | 7 | 10 | 22 | -4.5 | -4
COc1cc2cc(CN(Cc3cccnc3)C(=O)Nc3ccccc3)c(=O)[nH]c2cc1OC | 96 | 9 | -0.1 | 3 | 1 | 0 | 2 | -6 | -4.1 | -5
O=C(CSc1nnnn1Cc1ccccc1)NCCc1ccccc1 | 84 | -5 | -0.1 | -2 | 4 | -2 | 5 | 2 | -1.6 | 0
O=C(CSc1nnc(NC(=O)c2ccc(F)cc2)s1)NC1CCCC1 | 91 | 7 | -0.1 | -4 | -2 | -3 | -2 | -8 | 1.6 | -1
CC(NC(=O)c1cccs1)C(=O)NC1=NCCS1 (configuration not stated) | 99 | 1 | -0.1 | 5 | 2 | -18 | 7 | 0 | -0.7 | -4
COc1cc(OC)c(OC)cc1CN1CCN(Cc2ccc(C(F)(F)F)cc2)CC1 | 100 | -2 | 0.6 | -1 | 4 | 2 | -8 | 33 | 1.2 | 5
CON(C)C(=O)/C=C/CCCCNC(=O)OC(C)(C)C | 97 | 6 | 0.1 | 4 | -4 | 2 | 0 | -6 | 0.3 | 2
Cc1cccc(C(=O)NCC(=O)OCC(=O)N2CCCCC2)c1 | 96 | 10 | -0.3 | 4 | 2 | -11 | -3 | -2 | -1.9 | -2
COc1cc(C(=O)Nc2nc3ccc4nc(C)sc4c3s2)cc(OC)c1OC | 75 | 7 | 0.2 | -3 | 3 | -14 | -5 | 2 | -1.0 | -1
COc1ccc(C(CC(=O)Nc2cc(C)ccn2)N2Cc3ccccc3C2=O)cc1 (configuration not stated) | 101 | 6 | -0.1 | -1 | 9 | -1 | -3 | 3 | 0.4 | 6
CN(C)CCn1c2c(c(SCC(=O)Nc3cccc4ccccc34)nc1=O)CCC2 | 90 | 0 | 0.2 | -5 | 0 | -6 | -3 | -3 | -1.6 | 3
CCN(CC)c1ccc(C(=O)c2cnc(/N=C/N(C)C)s2)cc1 | 87 | 5 | -0.1 | 1 | 2 | 12 | 0 | 0 | -3.2 | 0
Nc1ccc(OCc2ccccc2)cc1 | 98 | -1 | -0.1 | -2 | -2 | 6 | 14 | 5 | -1.1 | 0
C/C(=N/NC(=O)CNC(=O)c1ccccn1)c1cccc([N+](=O)[O-])c1 | 101 | -5 | -0.1 | 1 | 4 | 7 | 1 | -1 | -1.5 | 4
CC(NCC(=O)Nc1ccccc1C(=O)NC1CC1)c1ccc(F)cc1F (configuration not stated) | 100 | -4 | 0.2 | -1 | 7 | 9 | 2 | 7 | 0.2 | -5
CC(=O)Nc1ccc(C(=O)OCC(=O)N2CC3(C)CC2CC(C)(C)C3)cc1 (configuration not stated) | 93 | 7 | 0.0 | 1 | 8 | 2 | -1 | 7 | -0.9 | 2
O=C(CCN1N=C(c2ccccc2)CCC1=O)NCCCN1CCOCC1 | 90 | 8 | -0.3 | 0 | 6 | 4 | 6 | -4 | -1.5 | -4
CCOC(=O)c1[nH]c2ccc(Br)cc2c1NC(=O)CCN1CCC(C(=O)OCC)CC1 | 106 | -10 | 0.5 | -1 | -3 | -6 | -2 | 1 | 0.2 | 2
CCN(CC)S(=O)(=O)c1ccc(N2CCCC2)c(NS(=O)(=O)c2ccc(OC)cc2)c1 | 103 | -3 | 0.0 | -1 | 4 | 1 | -7 | 6 | -1.9 | -10
Cc1cccc(S(=O)(=O)N2CCn3cccc3C2C)c1 (configuration not stated) | 103 | -14 | 0.0 | 1 | 8 | -6 | -8 | 3 | -0.7 | 0
COc1ccc(NC(=S)NCCc2c[nH]c3ccccc23)cc1 | 99 | -2 | -0.4 | -1 | 0 | 5 | -1 | -3 | -1.8 | 5
COC(=O)c1sc(-c2ccccc2)cc1NC(=O)c1ccc(F)cc1 | 94 | -5 | 0.1 | 0 | 2 | -1 | 3 | -6 | -0.8 | 2
Cc1onc(-c2c(F)cccc2Cl)c1C(=O)NCC1COc2ccccc2O1 (configuration not stated) | 103 | 0 | 0.6 | -2 | 4 | -9 | -1 | -2 | 0.3 | 0
O=C(c1ccccc1Oc1nnnn1-c1ccccc1)N1CCOCC1 | 94 | -2 | -0.1 | -2 | 0 | 3 | x | -1 | -1.6 | -8
CCCCCC(=O)Nc1nc(C)c(-c2csc(Nc3cc(Cl)ccc3OC)n2)s1 | 109 | 7 | -0.3 | 4 | 11 | -8 | -7 | 30 | -1.8 | -1
Cn1c(CNC(=O)c2ccc3c(c2)OCO3)nnc1SCC(=O)Nc1ccc(F)cc1 | 99 | -7 | -0.1 | 3 | 1 | -10 | -4 | -6 | -1.0 | 0
CCOc1ccc(NC(=O)CCNS(=O)(=O)c2ccc3c(c2)CC(C)N3C(C)=O)cc1 (configuration not stated) | 108 | -5 | -0.2 | -1 | 2 | -3 | 14 | -2 | -1.6 | 1
Cc1ccc(Cn2nnc3c(=O)n(CC(=O)OCc4ccccc4)cnc32)cc1 | 90 | -1 | -0.1 | 1 | 22 | 1 | 16 | -1 | -2.0 | 0
COc1ccc(N2CCN(C(=O)c3cc(C)on3)CC2)cc1 | 101 | 8 | -0.4 | -1 | -2 | -3 | 3 | 0 | -0.8 | 1
Cc1cc(C)nc(Sc2ncnc3sc4c(c23)CCC4)n1 | 102 | -6 | 0.1 | -3 | 4 | 2 | 4 | 2 | -0.7 | 3
O=C(CBr)N1CCc2ccccc2C(c2ccccc2)C1 (configuration not stated) | 99 | 5 | -0.2 | -4 | 5 | -14 | -5 | 20 | -0.2 | -1
NC(=O)C1CCCN(Cc2ccc3ccccc3c2)C1 (configuration not stated) | 100 | 6 | 0.0 | 2 | -2 | 6 | 4 | -7 | -1.3 | 2
CNC(=S)N1CCN(c2nc(-c3cccc(OC)c3)cs2)CC1 | 103 | 12 | 0.3 | -4 | 7 | -1 | 8 | 11 | -3.1 | -8
CCOC(=O)c1cc2c(=O)n3cccc(C)c3nc2n(CC(C)C)c1=NC(=O)c1ccco1 | 96 | -3 | 0.8 | 0 | -2 | 3 | 1 | 13 | 1.7 | -24
O=C(Cn1nc(-c2ccc(Cl)cc2)ccc1=O)NCC1CCCO1 (configuration not stated) | 101 | 15 | 0.0 | 1 | 13 | -8 | 16 | 0 | 0.1 | 1
COc1ccc(CNC(=O)CCC(=O)Nc2nnc(C(F)(F)F)s2)cc1 | 99 | -8 | -0.4 | 3 | 2 | 0 | 17 | -3 | -0.6 | 7

Retrieved by structure from the list above (3):
SMILES | ABCB6 inh 2 | TLR9-MyD88 inh | aDG glyco act | Glyco luc inh | MC4R antag cAMP | NOD2-RIPK2 inh | Vif imaging | Granule exo inh | MC4R ag barr | ABHD5 PLIN5 PPI
Cc1cc(C)nc(Sc2ncnc3sc4c(c23)CCC4)n1 | 102 | -6 | 0.1 | -3 | 4 | 2 | 4 | 2 | -0.7 | 3
CCOC(=O)c1cc2c(=O)n3cccc(C)c3nc2n(CC(C)C)c1=NC(=O)c1ccco1 | 96 | -3 | 0.8 | 0 | -2 | 3 | 1 | 13 | 1.7 | -24
CCOc1ccc(NC(=O)CCNS(=O)(=O)c2ccc3c(c2)CC(C)N3C(C)=O)cc1 (configuration not stated) | 108 | -5 | -0.2 | -1 | 2 | -3 | 14 | -2 | -1.6 | 1

The list continues:
SMILES | ABCB6 inh 2 | TLR9-MyD88 inh | aDG glyco act | Glyco luc inh | MC4R antag cAMP | NOD2-RIPK2 inh | Vif imaging | Granule exo inh | MC4R ag barr | ABHD5 PLIN5 PPI
O=C(O)c1cc2nc(-c3ccc(F)cc3)cc(C(F)(F)F)n2n1 | 101 | -3 | -0.1 | -3 | 5 | 0 | 3 | 2 | -0.9 | 4
CCCN1CCN(CCCNC(=O)C2CCN(c3nnc(-n4cccc4)s3)CC2)CC1 | 101 | -4 | 1.1 | 0 | -2 | 5 | 0 | -1 | -2.6 | 1
Cc1c(Br)cc(-c2nnco2)cc1Br | 104 | -4 | 0.0 | 1 | -12 | 0 | 8 | -2 | 0.2 | 4
CCN(CC)CCNC(=O)c1ccc(NC(=O)Cc2ccc(OC)c(S(=O)(=O)N3CCOCC3)c2)cc1 | 95 | -7 | 0.0 | 2 | 4 | -6 | -8 | 14 | -0.5 | 4
C/C(CC1(O)C(=O)N(Cc2ccccc2)c2ccccc21)=N\O (configuration not stated) | 86 | -1 | 0.0 | 0 | 2 | -8 | x | 1 | 1.4 | 2
OC(CN1CCN(c2ccccn2)CC1)Cn1c2ccc(Cl)cc2c2cc(Cl)ccc21 (configuration not stated) | 88 | 1 | 2.2 | -5 | 9 | -11 | -2 | 4 | 0.7 | 8
CCN(CC)S(=O)(=O)c1cccc(NC(=O)CCNC(=O)NC23CC4CC(CC(C4)C2)C3)c1 | 95 | -5 | 0.1 | -2 | 12 | 1 | -2 | -6 | 0.0 | -9
CC(C)Oc1cc(F)ccc1-c1cc(C(=O)NCCCn2ccnc2)[nH]n1 | 101 | x | 0.4 | -1 | 0 | 5 | 1 | -7 | -0.3 | -3
COC(=O)c1cc(C#N)c(OC)nc1C | 95 | 4 | 0.1 | 0 | 13 | 7 | 18 | 0 | -0.3 | 1
COC(=O)C1=C(N)Oc2cc(C)[nH]c(=O)c2C1c1cc(OC)c(OC)c(OC)c1 (configuration not stated) | 95 | -6 | -0.2 | 2 | -1 | -6 | 12 | -1 | -0.8 | 1
CCC(O)c1cnc(OCc2ccccc2)nc1OCc1ccccc1 (configuration not stated) | 96 | -3 | 0.2 | 1 | 5 | 12 | x | -1 | -0.8 | -3
O=C(Nc1cccc(O)c1)c1ccc(NC(=O)c2cccs2)cc1 | 94 | -1 | 0.1 | -3 | -3 | -11 | x | 12 | -5.5 | -1
